# From PubChem
# PMI inhibition: human PMI inhibitors, high substrate, primary screen, biochemical, fluorescence intensity, high mannose 6-phosphate (AID 1220); recombinant PMI enzyme, coupled fluorescence intensity; higher % means a stronger effect; inhibition, % at 20 µM; hits with a dose series show IC50 in µM; actives 0.66% (n = 190,000)
# P. falciparum M1AAP: P. falciparum M1AAP inhibitors, biochemical, fluorogenic H-Leu-NHMec substrate, 1536-well (AID 1445) | actives 0.42% (n = 220,000) | Aminopeptidase N (Plasmodium falciparum (isolate 3D7)) | inhibition, % at 30 µM, or IC50 in µM where a hit was titrated | recombinant M1AAP, H-Leu-NHMec fluorogenic kinetic assay; higher % means a stronger effect;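 active = primary inhibition above the hit cutoff, then over 50% inhibition at one or more dose response concentrations, cut at about 23% in these data, passing the limit was not always enough; inconclusive = conflicting primary data, or primary hits not chosen for dose response; inactive = low primary inhibition, or under 50% at every dose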;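 note: plate controls were DMSO full reaction for no effect and no enzyme background for full effect; strong numbers were not always called active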
# M17LAP inhibition: P. falciparum M17LAP inhibitors, primary screen, biochemical, fluorogenic H-Leu-NHMec substrate, 1536-well (AID 1619). Leucine aminopeptidase (Plasmodium falciparum (isolate 3D7)). recombinant M17LAP, H-Leu-NHMec fluorogenic kinetic assay; higher % means a stronger effect. inhibition, % at 30 µM, or IC50 in µM where a hit was titrated. actives 0.38% (n = 220,000);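 active = compound inhibiting the enzyme by more than half at any dose during confirmatory dose-response retesting; inconclusive = strong single-dose inhibitors picked by rank but not retested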;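 note: plate controls were full reaction with DMSO carrier for no effect and no enzyme background for full effect; strong numbers were not always called active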
# human PMI inhibition: inhibitors of human PMI, primary screen, biochemical, fluorescence intensity, coupled assay (AID 1209) | purified PMI enzyme, coupled fluorescence intensity; higher % means a stronger effect | Mannose-6-phosphate isomerase (Homo sapiens) | actives 0.42% (n = 190,000) | one-dose inhibition, % at 20 µM; IC50 in µM for titrated hits;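 note: plate controls were DMSO vehicle for no effect and wells lacking substrate for full effect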
# West Nile virus CPE: West Nile virus antiviral activity, cell-based, CPE readout (AID 1621); West Nile virus-infected cells, CPE inhibition; higher % means a stronger effect; CPE inhibition, % at 10 µM, or IC50 in µM where a hit was titrated; actives 0.02% (n = 290,000); in the data active = a potency from the dose series; inconclusive = CPE inhibition mostly from about 3.7% at the one dose, without a potency; inactive = the rest, 99 in 100 with CPE inhibition below about 2.2%; note: strong numbers were not always called active
# K1F lysis inhibition: inhibition of K1F phage lysis, E. coli UTI89, bacterial capsule biogenesis inhibitors, alamar blue (AID 488966) | actives 0.02% (n = 340,000) | E. coli UTI89 K1F phage lysis, alamar blue, 2 h; higher % means a stronger effect | one-dose inhibition, % at 100 µM; IC50 in µM for titrated hits;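 active = phage lysis inhibition, versus mean bacterial control, above a set limit; inconclusive = no clear call, values can overlap the other calls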;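 note: capsule biogenesis inhibitors block K1F phage lysis so surviving cells raise fluorescence; higher fluorescence means more inhibition of phage lysis; actives were called in the ten point dose series up to 300 µM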
# RSV antiviral HEp-2: RSV antiviral activity via CPE protection, HEp-2 cells, primary 10 µM value included (AID 2391); one-dose CPE inhibition, % at 10 µM; IC50 in µM for titrated hits; HEp-2 cells, RSV-induced CPE inhibition; higher % means a stronger effect; actives 0.13% (n = 310,000); in the data active = a potency from the dose series; inconclusive = CPE inhibition mostly from about 23% at the one dose, without a potency; inactive = the rest, 99 in 100 with CPE inhibition below about 21%; note: strong numbers were not always called active
# T cell HTS: modulators of CD8 T cell-vesicle binding, primary screen, mouse 2C CD8+ T cells, flow cytometry. 2C CD8+ T cell-vesicle binding; hits give low values. calls only at 7 µM. actives 0.068% (n = 330,000);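 active = response, share of CD8 T cells binding vesicles, and their 90th percentile fluorescence all below set limits, cut at about 80% in these data, passing the limit was not always enough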
#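 System: murine 2C transgenic CD8+ T lymphocytes; also added: QL9-loaded Drosophila micro-vesicles; times: binding 1.5 h at 37 °C; measured by: flow cytometry, PE anti-B7-1 (FL2) versus Alexa647 anti-CD8 (FL8), PFA-fixed; control set: Peptide-free naked vesicles (low) and QL9 vesicles with 0.7% DMSO vehicle (high)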
# TNAP activation fold: human TNAP enzyme activators, primary screen, biochemical, luminescent, no phosphate acceptor, uHTS (AID 1001). actives 0.03% (n = 200,000). purified TNAP, luminescent activation assay, no phosphate acceptor; higher activation fold means a stronger effect. one-dose activation fold at 20 µM; EC50 in µM for titrated hits; in the data active = activation fold from about 3, or a potency from the dose series; inactive = the rest, 99 in 100 with activation fold below about 1.6; note: many of its hits are not listed in these tables
# T cell HTS vesicle-bound %: further read-out of T cell HTS, marked with its call; double positive events, %; measured here: CD8+ vesicle-bound cell fraction;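 binding gate set so that unloaded-vesicle control wells show 10% double positive cells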
# The depositor's hits bear a star; i = inactive; u = inconclusive; x = no result given; [ ] = dose if it differs, or a comment. Cut-off read from the data, not from the text of the source, unless noted: active = inhibition above about 50%; inactive = the rest.
SMILES,PMI inhibition,P. falciparum M1AAP,M17LAP inhibition,human PMI inhibition,West Nile virus CPE,K1F lysis inhibition,RSV antiviral HEp-2,T cell HTS,T cell HTS vesicle-bound %,TNAP activation fold
CCOC(=O)C1CCN(S(=O)(=O)c2cc(Cl)c(C)cc2OC)CC1,11.4%,-0.1%,1.5%,8.9%,0.3%,0.3%,2.1%,i,61.2,1
CC(=O)Oc1cccc(N2C(=O)c3ccc(C(=O)O)cc3C2=O)c1,-10.7%,2.3%,-9.6%,-31.5%,0.3%,0.0%,-1.0%,i,24.9,1
COc1ccc(Cn2c(=O)c3cccnc3n(Cc3ccc([N+](=O)[O-])cc3)c2=O)cc1,1.8%,-14.2%,2.9%,-1.4%,0.4%,-0.1%,7.8%,i,12.2,1
CSc1cccc(NS(=O)(=O)c2cn(C)cn2)c1,x,x,x,x,0.1%,0.3%,0.1%,i,2.3,x
Cc1onc(-c2ccccc2)c1C(=O)NNC(=S)NC(=O)c1ccc(F)cc1,4.2%,-9.2%,79.4µM*,-0.5%,-1.1%,5.2%[50 µM],2.6%,i,25.6,1.8
Clc1cccc(OCCCN2CCCC2)c1Cl,-9.8%,-0.2%,3.6%,-6.8%,-0.6%,0.2%,-1.0%,i,26.1,1.1
CC12CCC(C(=O)NCc3ccccc3Cl)(CC1=O)C2(C)C (stereo not drawn),8.3%,-4.2%,14.2%,8.9%,-0.8%,-0.7%,0.8%,i,54.3,1.1
CCN(CC)CCCN1C(=O)C2C(C(=O)Nc3ccc(C(C)C)cc3)C3C=CC2(O3)C1C(=O)NC1CCCCC1 (stereo not drawn),x,x,x,x,1.1%,0.8%,1.3%,i,38.6,x
CCOc1ccc(NC(=O)C/C(C)=N/NC(=O)Cc2cccs2)cc1,x,x,x,x,-0.4%,0.3%,0.2%,i,29.1,x
CSc1nnc(NC(=O)c2ccc3c(c2)OCO3)s1,x,x,x,x,0.1%,0.0%,0.2%,i,59.9,x
COc1ccc(N2CCN(C(=O)c3ccccc3)CC2)c([N+](=O)[O-])c1,-1.4%,13.3%,9.5%,1.1%,-1.2%,0.3%,0.9%,i,38.8,1.1
CCOC(=O)CSc1nc(=O)n2cc(C)ccc2n1,11.9%,9.1%,11.4%,2.8%,-0.1%,1.0%,0.4%,i,65.4,1

# Among those listed so far, these have an aryl thioether with sulfur outside any ring:
SMILES,PMI inhibition,P. falciparum M1AAP,M17LAP inhibition,human PMI inhibition,West Nile virus CPE,K1F lysis inhibition,RSV antiviral HEp-2,T cell HTS,T cell HTS vesicle-bound %,TNAP activation fold
CSc1cccc(NS(=O)(=O)c2cn(C)cn2)c1,x,x,x,x,0.1%,0.3%,0.1%,i,2.3,x
CSc1nnc(NC(=O)c2ccc3c(c2)OCO3)s1,x,x,x,x,0.1%,0.0%,0.2%,i,59.9,x
CCOC(=O)CSc1nc(=O)n2cc(C)ccc2n1,11.9%,9.1%,11.4%,2.8%,-0.1%,1.0%,0.4%,i,65.4,1

# Remaining list, next part
SMILES,PMI inhibition,P. falciparum M1AAP,M17LAP inhibition,human PMI inhibition,West Nile virus CPE,K1F lysis inhibition,RSV antiviral HEp-2,T cell HTS,T cell HTS vesicle-bound %,TNAP activation fold
CCOc1ccc(C2C(C(C)=O)=C(O)C(=O)N2CCc2c[nH]c3ccccc23)cc1 (stereo not drawn),27.8%,x,x,20.0%,-0.1%,-0.1%,10.3%,i,62.1,1
N/C(Cc1nc(-c2ccc(Cl)cc2)cs1)=N/O,x,-0.1%,4.4%,x,-0.7%,0.5%,0.9%,i,17.0,x
COC(=O)CNC(=O)C(C)NC(=O)OCc1ccccc1 (stereo not drawn),0.1%,3.8%,1.2%,-4.3%,0.8%,3.9%,1.7%,i,11.8,1.1
CCOC(=O)N/N=C(\C)c1ccc(-n2cnnn2)cc1,-6.8%,-2.6%,-0.2%,-12.4%,0.0%,-1.1%,0.4%,i,33.3,1
COc1ccc(C)c2sc(N(CCN(C)C)C(=O)c3ccc4ccccc4c3)nc12,x,x,x,x,-1.0%,0.4%,-0.2%,i,53.1,x
CCOC(=O)N1CCN(c2nc3ccccc3nc2C(C#N)S(=O)(=O)c2ccc(C)cc2)CC1 (stereo not drawn),-67.2%,10.8%,-19.7%,-23.9%,x,0.2%,10.1%,i,17.4,1.1
COc1ccc(/C=N/NC(=O)c2csc(-n3nc(C)cc3C(F)(F)F)n2)cc1,13.5%,-0.7%,3.3%,12.0%,u,0.4%,-1.2%,i,43.8,1
NC(=O)c1cccc2c1-c1ccccc1/C2=N/NC(N)=S,x,x,x,x,-0.4%,-0.8%[50 µM],7.1%,i,37.0,x
Cc1ccc(NC(=O)c2csnn2)c(C)c1,-9.5%,3.8%,10.0%,-12.8%,0.3%,0.3%,0.1%,i,40.3,1
Cc1cccc(N2CCN(C(=O)CCC(=O)N3Cc4ccccc4Oc4ncccc43)CC2)c1C,x,x,x,x,0.1%,2.7%,16.1%,i,19.7,x
CCc1nnc(NC(=O)c2ccc(-c3cc(C(F)(F)F)ccc3Cl)o2)s1,-6.7%,6.2%,-5.5%,-5.4%,-0.5%,4.4%,1.4%,i,54.2,1.1
COc1ccccc1CCNC(=O)CC1C(=O)NCCN1CCCc1ccccc1 (stereo not drawn),x,x,x,x,-0.9%,0.1%,0.4%,i,63.1,x
CCc1ccc(C2=CC(c3cc(Br)ccc3F)n3ncnc3N2)cc1 (stereo not drawn),-64.9%,7.8%,-65.3%,-40.9%,-0.4%,-0.1%,7.6%,i,27.7,1
COc1ccccc1NC(=S)N1CCN(C(c2ccccc2)c2ccccc2)CC1,0.9%,5.2%,-1.8%,2.1%,-1.1%,-0.4%,18.5%,i,32.9,1.1
CCCC(O)(CCC)C(=O)NN(C(=O)CCl)c1cccc(C)c1,-12.5%,-4.1%,6.6%,-5.1%,-1.4%,0.2%,0.7%,i,56.4,1
Cc1nc(-c2nnc(SCC(=O)Nc3ccc(C(F)(F)F)cc3)n2C)cs1,x,6.4%,0.3%,x,-0.5%,-2.3%,2.5%,i,51.5,x
CC(C)c1ccc(/C=N/NC(=O)c2cccc(Cl)c2)cc1,-5.5%,-0.5%,18.1%,-0.1%,-1.5%,0.9%,3.5%,i,34.8,1
Cc1ccccc1N1C(=O)c2ccccc2N2C(=O)c3ccccc3C12 (stereo not drawn),-5.1%,0.8%,4.3%,0.4%,0.0%,-0.5%,3.3%,i,32.5,1
CCOC(=O)C1=C(C(F)(F)F)Nc2ncnn2C1c1cccc(OC)c1OC (stereo not drawn),-8.2%,10.8%,14.4%,-0.4%,0.7%,4.6%,0.7%,i,32.2,1.1
COc1ccccc1NC(=O)Nc1nnc(CC(=O)Nc2ccccc2)s1,-1.5%,-3.8%,10.5%,11.6%,0.0%,x,-0.9%,i,33.8,1.1
Cc1ccc(C(=O)NCCN2C3=NC[C@H](Cc4ccc(O)cc4)N3C[C@H]2Cc2ccc(O)cc2)cc1Br,x,-0.5%,3.0%,x,0.1%,0.5%,-1.9%,i,23.8,x
O=C(Cc1ccc(Br)cc1)N/N=C/c1cccnc1,x,x,x,x,0.0%,0.1%,0.8%,i,62.9,x
Cc1cccn2c(=O)c(C=O)c(N3CCN(c4ccc(F)cc4)CC3)nc12,0.9%,9.1%,5.2%,3.0%,0.3%,0.0%,4.3%,i,48.8,1
Cc1ccc2c(c1)c1c(n2CC(O)Cn2c(C)nc3ccccc32)/C(=N\O)CCC1 (stereo not drawn),27.4%,1.8%,8.8%,32.3%,-0.8%,5.5%,-4.2%,i,42.5,1
COc1cccc(OCCOc2ccccc2[N+](=O)[O-])c1,x,x,x,x,-0.4%,0.1%,16.3%,i,30.0,x
CCOC(=O)C1CCN(C(=O)c2ccccc2NS(=O)(=O)c2ccc(C)cc2)CC1,x,x,x,x,0.5%,0.1%,2.7%,i,44.1,x
Cc1csc(NC(=O)c2cnc3ccccc3n2)n1,x,x,x,x,0.2%,-0.1%,2.8%,i,40.5,x
COc1ccc(C(=O)NC2CCCN(Cc3ccccc3F)C2)c(OC)c1OC (stereo not drawn),x,x,x,x,-1.1%,1.5%,1.6%,i,52.6,x
CC1CC(C)CN(CC(=O)N2CCc3[nH]c4ccccc4c3C2)C1 (stereo not drawn),7.3%,2.3%,7.0%,-1.2%,0.0%,0.3%,3.2%,i,9.3,1.1
COc1ccc(C)cc1NC(=O)c1cnc2n(c1=O)CCS2,-8.8%,1.7%,-9.7%,-3.8%,0.4%,2.1%,2.4%,i,25.0,1.1
COc1ccc(N(C)C(=O)Cc2c(C(=O)O)n(C)c3ccccc23)c(OC)c1,x,x,x,x,0.0%,0.4%[50 µM],2.3%,i,25.1,x
Nc1cc(=O)[nH]c(SCC(=O)N2CCN(S(=O)(=O)c3ccc4ccccc4c3)CC2)n1,9.3%,1.0%,-5.4%,6.0%,0.0%,-0.5%,0.6%,i,45.1,1.1
Cn1c(N)c(C(=O)COC(=O)C2=COCCO2)c(=O)n(C)c1=O,-3.2%,3.8%,14.3%,-5.0%,-0.1%,-0.5%,0.0%,i,59.9,1.1
O=C(NCc1ccc(OC(F)(F)F)cc1)C1CC(c2cccc(F)c2)=NO1 (stereo not drawn),x,-0.1%,2.7%,x,-0.3%,0.7%,2.1%,i,26.4,x
CN(C)CCCN(Cc1cc2cc3c(cc2[nH]c1=O)OCO3)C(=S)NCc1ccco1,30.6%,7.4%,-28.0%,14.4%,0.0%,0.5%,-0.5%,i,61.4,1
O=[N+]([O-])c1nn(-c2ccc3c(c2)OCCO3)n(O)c1=Nc1ccc(Cl)cc1,23.4%,13.6%,-4.3%,13.5%,-0.4%,-1.1%[50 µM],13.6%,i,40.0,1
CCOc1ccc(CNS(=O)(=O)c2cc(CN3C(=O)c4cccnc4C3=O)ccc2OC)cc1,x,x,x,x,0.0%,0.2%,0.3%,i,10.7,x
COc1cc(/C=C(/C(=O)c2cccs2)c2nc3ccccc3[nH]2)ccc1O,19.7%,17.1%,12.5%,10.8%,u,-0.4%,1.9%,i,41.3,0.7
COC(=O)c1ccccc1NC(=O)Nc1cccnc1,-3.1%,0.2%,-1.6%,0.2%,-0.2%,0.3%,0.9%,i,27.2,1.1
